From PubChem BioAssay
TDP43 rescue = qHTS of TDP-43 Inhibitors | 410,000 tested, 1.8% active | TDP-43 expressing yeast growth rescue, BacTiter-Glo, 24 h | Potency, µM (series often up to 46.1 µM), for the others: at the highest dose growth rescue (activation), most hits filed as activators; also: % of control where 0% means no effect; nearly all actives have a fitted effect of over 50% in size
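Cell-based yeast growth screen: TDP-43 expression induced in galactose, inoculum OD600=0.02 after raffinose pregrowth to mid-log. Read-out BacTiter-Glo luminescence at 24 hr, 30 deg C; inhibition of toxicity seen as signal increase.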
HT1080 IDH1KD tx = qHTS for induction of synthetic lethality in tumor cells producing 2HG: qHTS for the HT-1080-IDH1KD cell line; HT-1080 IDH1 knockdown viability, ATP luminescence, 48 h; Potency, µM (titrated, usually from 46.1 µM), for inactives: top-dose activity, negative = toxicity, actives largely listed as cytotoxic; 360,000 tested, 2% active; AID 686971, 2013;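 also: 0% = DMSO wells and -100% = cell-free medium wells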
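Using the IDH1-knockdown HT-1080 line run in the same batch and compound series as the NT line, viability after 48 h at 37 °C was determined by CellTiter-Glo luminescence and expressed as % activity.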
GLP1R inv ag = qHTS of GLP-1 Receptor Inverse Agonists (Inhibition Mode); Potency, µM (highest dose often 38.3 µM), without a hit: at the top dose activity change, negative = inhibition, most hits filed as inhibitors; 410,000 tested, 1.6% active; HEK293 GLP-1R CRE-luciferase, luminescence, 24 h; GLP-1R form is constitutively active; also: % is scaled to controls: 0 for no effect and ±100 for the full control effect; nearly all actives have a fitted effect of over 55% in size
Target sequence (P43220 whole entry, looked up): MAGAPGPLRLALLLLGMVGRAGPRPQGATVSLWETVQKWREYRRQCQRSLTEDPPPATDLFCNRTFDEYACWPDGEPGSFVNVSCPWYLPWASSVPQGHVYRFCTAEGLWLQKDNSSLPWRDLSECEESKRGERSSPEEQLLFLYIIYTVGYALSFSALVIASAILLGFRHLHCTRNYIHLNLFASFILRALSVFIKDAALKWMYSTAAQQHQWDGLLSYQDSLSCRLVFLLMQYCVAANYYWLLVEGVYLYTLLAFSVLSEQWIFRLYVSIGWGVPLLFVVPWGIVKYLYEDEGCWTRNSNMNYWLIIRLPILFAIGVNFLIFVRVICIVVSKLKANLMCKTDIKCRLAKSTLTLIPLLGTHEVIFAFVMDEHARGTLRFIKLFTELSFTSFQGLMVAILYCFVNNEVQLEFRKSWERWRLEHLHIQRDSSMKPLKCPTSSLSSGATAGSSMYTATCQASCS
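Readout was luciferase luminescence, measured 12 min after detection reagent at room temperature. Beforehand, GLP-1R reporter HEK293 cells had sat 12 h, then received compounds for 24 hr at 37 deg C.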
KB-3-1 cytotox = qHTS assay for MDR1-selective chemotherapeutics: Primary screen using the parental adenocarcinoma cell KB-3-1 | KB-3-1 viability, CellTiter-Glo ATP luminescence, 72 h | Potency, µM (doses to about 46.1 µM), without a hit: at the highest dose activity change, negative = cytotoxic, most hits filed as cytotoxic | 400,000 tested, 1.4% active; also: % is scaled to controls: 0 for no effect and ±100 for the full control effect; nearly all actives have a fitted effect of over 60% in size
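Parental KB-3-1 adenocarcinoma cells in phenol-red-free DMEM with 10% FBS were pin-treated with compounds at several concentrations, incubated 72 h at 37 °C, and viability read by CellTiter-Glo luminescence; concentration-effect curves were fitted after normalization.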
GLP-1R agonist = qHTS of GLP-1 Receptor Agonists; Glucagon-like peptide 1 receptor (Homo sapiens), P43220; HEK293 GLP-1R CRE-luciferase, luminescence, 4-6 h; cells express a hypersensitive GLP-1R form; Potency, µM (doses to about 45.6 µM), for the others: top-dose activation, actives largely listed as activators; 380,000 tested, 0.007% active; also: % of control where 0% means no effect
HEK293 tox = qHTS of GLP-1 Receptor Inverse Agonists: Cytotox Screen | HEK293 cAMP-luciferase reporter cells, luminescence, 24 h | AID 624418, 2012 | 410,000 tested, 0.13% active | Potency, µM (titrated, usually from 38.3 µM), without a hit: at the highest dose activity change, negative = inhibition, hits mostly inhibitors;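 also: loss of luciferase light is scored as toxicity; % is scaled to controls: 0 for no effect and ±100 for the full control effect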
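Quantitative HTS format, 1536 wells, 200 cells/uL seeded. Compounds: 23 nL, 24 h, 37 °C. Detection: luciferase reagent, luminescence at 12 min RT; decreased signal taken as cytotoxic.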
HT1080-NT tox = qHTS for induction of synthetic lethality in tumor cells producing 2HG: qHTS for the HT-1080-NT fibrosarcoma cell line; Potency, µM (top dose mostly 46.1 µM), for inactives: at the highest dose activity, negative = less viability, usual class: cytotoxic; 360,000 tested, 1.6% active; HT-1080-NT fibrosarcoma viability, CellTiter-Glo ATP luminescence, 48 h;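 also: NT is the 2HG producing partner of a matched IDH1 knockdown line; 0% = DMSO-treated cells and -100% = media-only wells without cells; nearly all actives have a fitted effect of over 55% in size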
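HT-1080-NT; 750 cells/well; 5% FBS RPMI; 48 h compound, 37 degrees C; CellTiter-Glo luminescence; curve fitting and curve-class assignment.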
KB-V1 cytotox = qHTS assay for MDR1-selective chemotherapeutics: Primary screen using the drug-selected MDR subline cells KB-V1. Potency, µM (series often up to 46.1 µM), inactives show at the highest dose activity change, negative = cytotoxicity, usual class: cytotoxic. AID 1347076, 2019. 400,000 tested, 3.4% active. KB-V1 MDR cells viability, CellTiter-Glo, 72 h; also: % is scaled to controls: 0 for no effect and ±100 for the full control effect; nearly all actives have a fitted effect of over 60% in size
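Readout: CellTiter-Glo luminescence, 10 min after addition. Cells: KB-V1 MDR subline, 72 h at 37 degrees C with compound. Analysis: corrected, normalized data fitted to concentration-effect curves.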
SW480 rerep = A quantitative high throughput screen for small molecules that induce DNA re-replication in SW480 colon adenocarcinoma cells | SW480 DNA re-replication, Hoechst DNA content imaging, 48 h | Potency, µM (top dose mostly 46.1 µM), inactives show top-dose re-replication activation, actives largely listed as activators | 340,000 tested, 1.8% active; also: % of control where 0% means no effect; nearly all actives have a fitted effect of over 55% in size
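Image-based DNA-content assay: after two days of treatment, nuclei were labelled with the DNA dye Hoechst and imaged, and hits were compounds raising the count of nuclei showing high fluorescence intensity.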
The depositor's hits bear a star; ? = inconclusive; . = no result given; [ ] = remark or other dose. Calls follow the shape of the dose curve; as a rule, active = well fitted curve in the direction sought with a large enough effect; inconclusive = small, poorly fitted or top-dose-only effect, or another doubt; inactive = no such curve, though single readings can be large; an effect the other way counts as inactive or inconclusive. Potency is read from the fitted curve at half-maximal effect.

Structure	KB-V1 cytotox	KB-3-1 cytotox	HT1080-NT tox	TDP43 rescue	GLP1R inv ag	GLP-1R agonist	HT1080 IDH1KD tx	SW480 rerep	HEK293 tox
O=C(c1ccc(F)cc1)N1CCCC(c2nc(-c3ccncc3)no2)C1 (stereo not drawn)	-28%	-4%	-22%	30%	10%	-5%	-3%	-8%	-11%
COCCn1c(SCC(=O)c2[nH]c(C)c(C(C)=O)c2C)nc2ccccc21	16µM*	-6%	6%	6%	6%	5%	8%	-10%	1%
N#Cc1ccccc1S(=O)(=O)N1CCN(C(=O)CN2CCCSc3ccccc32)CC1	5%	0%	1%	17%	-3%	-6%	-12%	-7%	-4%
CCCCS(=O)(=O)c1sc2nc(C)cc(C)c2c1N	?	3%	0%	28%	11%	6%	-5%	1%	17%
COc1ccc(CN2CCNC(=O)C2CC(=O)NCc2csc(C(C)C)n2)c(OC)c1 (stereo not drawn)	11%	-13%	-19%	-7%	-10%	12%	3%	5%	3%
Cc1nn(Cc2ccc(C(=O)N3c4ccc(F)cc4CCC3C)o2)c(C)c1Br (stereo not drawn)	3%	?	-25%	20%	?	21%	-26%	0%	12%
COc1cc(OC)nc(NC(=O)CSc2nc3ccccc3[nH]2)n1	0%	-10%	5%	-13%	22%	1%	8%	0%	6%
CCN(CC(=O)Nc1c(F)cccc1F)C(=O)c1cnccn1	0%	8%	10%	0%	0%	-7%	18%	-10%	5%
CCN(CC(=O)Nc1ccc(OC)cc1)CC(=O)Nc1cccc(S(=O)(=O)N2CCOCC2)c1	8%	7%	-1%	12%	2%	14%	-1%	.	1%
COc1ccc(CNc2cccnc2)c(OC)c1OC	-13%	-6%	2%	.	64%[activator]	11%	-1%	-35%[inhibitor][1.84 µM]	-2%
Cc1ccc(CNC(=O)CCc2ccccc2)cc1	0%	1%	-5%	8%	5%	9%	-2%	-17%	1%
CC(C)c1ccc(Nc2nnns2)cc1	24%	7%	2%	0%	-1%	-20%	7%	-5%[9.22 µM]	10%
COC(=O)CSc1nnc(CNC(=O)c2ccccc2F)n1-c1ccc(F)cc1	0%	10%	-12%	-35%	3%	4%	-3%	-1%	8%
N#Cc1c(N)nc2c(c1N)CC(COc1ccccc1)O2 (stereo not drawn)	?	-2%	26%	10%	55%[activator]	7%	19%	-3%	4%
c1ccc2c(C[C@@H]3CNCCN3CC3CCCCC3)cccc2c1	0%	-1%	-18%	22%	?	-5%	-10%	29%	-29%
CCSC1=C(C#N)C(c2cccc(O)c2)CC(=O)N1 (stereo not drawn)	-8%	4%	1%	24%	25%	7%	0%	-3%	11%
Cc1cc(C)n(CCC(=O)N2CCc3ccccc32)n1	14%	0%	-2%	6%	-8%	1%	2%	-15%	5%
CCSc1nc2nn(-c3ccccc3)c(=O)c-2c2n1CCCCC2	16%	-13%	2%	-15%	-7%	-1%	8%	4%	10%
Cc1cccc2c1N(CCCOc1ccc(C(C)(C)C)cc1)C(=O)C2=O	-7%	-11%	-30%	11%	?	-7%	-25%	2%	-26%
O=C(Nc1cccnc1)c1cccc(S(=O)(=O)N2CCCCC2)c1	-13%	-3%	2%	-13%	-23%	10%	-2%	?	-3%
Nc1nc(CSC(=S)N2CCOCC2)nc(Nc2ccccc2)n1	?	29%	-3%	-13%	-25%	18%	-4%	?	14%
CC(=O)c1cccc(N(CC(=O)N2CCCCC2)S(C)(=O)=O)c1	13%	9%	7%	-3%	0%	-2%	10%	-11%	-1%
CC(=O)Nc1ccc(S(=O)(=O)NCCN2CCOCC2)cc1	1%	11%	5%	-13%	0%	-13%	-5%	-3%	1%
CN(C(=O)Cn1nnc(-c2ccccc2)n1)C1CCS(=O)(=O)C1 (stereo not drawn)	3%	-9%	1%	-6%	2%	-9%	-6%	-8%	-5%
Cc1nc2nc(SCC(=O)NC3CCCCC3)nn2c(C)c1Cc1ccccc1Cl	-1%	-9%	.	30%	?	1%	.	.	-2%
CCc1ccc(OCC(=O)NNC(=O)c2ccc(NC(=O)C3CC3)cc2)cc1	-4%	5%	1%	-14%	4%	-32%[inhibitor]	-2%	0%	-1%
O=C1C=C(c2ccc(F)cc2OCc2ccccc2)C[C@@H](c2ccc(Cl)cc2)C1	25%	0%	15%	15%	12%	0%	10%	-2%	0%
COc1ccc(S(=O)(=O)N2CCOCC2)cc1NC(=O)CSc1ncccn1	0%	-1%	4%	23%	11%	13%	4%	-5%	-10%
O=C1Nc2cc(Cl)cnc2N2CCCC12 (stereo not drawn)	-20%	-6%	0%	-15%	-5%	-7%	4%	2%	7%
COC(=O)c1ccc(C(c2c(N)n(Cc3ccccc3)c(=O)n(C)c2=O)N2CCOCC2)cc1 (stereo not drawn)	1%	-13%	1%	0%	3%	1%	0%	1%	-6%
O=C(CCNS(=O)(=O)c1ccccc1F)OCc1ccccc1Cl	-1%	?	2%	?	?	12%	-7%	-6%	-14%
CS/C(=C/[N+](=O)[O-])Nc1cccc2c1C(C)CC2(C)C (stereo not drawn)	15%	-1%	-20%	?	-22%	3%	-15%	-35%[inhibitor]	?
OCCOCCn1c(-c2ccccc2)nc(=S)c2c1CCCC2	6%	-9%	3%	-8%	-11%	-2%	-4%	?	1%
C/C(=N\N=C(c1ccccc1)c1ccccc1)c1ccco1	-25%	-3%	3%	-5%	?	6%	-2%	9%	25%
CS(=O)(=O)NCCCc1ccccc1	?	-8%	6%	7%	-2%	-11%	7%	-6%	-6%
CC(C)CCn1c(N2CCC(C(N)=O)CC2)nc2c1c(=O)[nH]c(=O)n2C	32%	5%	1%	1%	1%	-9%	0%	1%[9.22 µM]	5%
CC(C)c1nc(-c2ccc([N+](=O)[O-])cc2)cs1	-29%	?	5%	12%	4%	10%	13%	8%	-20%
Cc1cccc(NC(=O)CSc2nnc(C)c(=O)n2N)c1C	5%	0%	11%	18%	3%	-3%	8%	-5%	4%
CN(c1ccc(F)cc1)S(=O)(=O)c1ccc(Cl)c(C(=O)NCC(c2ccco2)N2CCCCC2)c1 (stereo not drawn)	?	-24%	-4%	23%	?	-3%	-7%	-4%	-28%
Cc1ccc(NC(=O)c2ccccc2)cc1	-3%	-10%	-6%	?	-25%	-4%	-5%	3%	2%

Three of the entries above in order of their number in SW480 rerep, largest number first.
canonical_smiles	GLP1R inv ag	GLP-1R agonist	SW480 rerep
Cc1ccc(NC(=O)c2ccccc2)cc1	-25%	-4%	3%
O=C1Nc2cc(Cl)cnc2N2CCCC12 (stereo not drawn)	-5%	-7%	2%
CC(=O)c1cccc(N(CC(=O)N2CCCCC2)S(C)(=O)=O)c1	0%	-2%	-11%

Next part.
Structure	KB-V1 cytotox	KB-3-1 cytotox	HT1080-NT tox	TDP43 rescue	GLP1R inv ag	GLP-1R agonist	HT1080 IDH1KD tx	SW480 rerep	HEK293 tox
C=CCOC(=O)/C=C/C(=O)NC(N)=O	-2%	1%	3%	?	18%	-2%	-2%	-4%	4%
CC(C)Oc1cccc(NC(=O)C2(C)CCCN(C)C2)c1 (stereo not drawn)	0%	0%	3%	0%	-14%	22%	0%	.	-6%
COc1ccc(-c2c(C#Cc3ccsc3)c3cc(-c4cccc5[nH]ccc45)ccc3n2C)cc1	0%	7%	-5%	10%	-13%	-6%	6%	-6%	-1%
CCc1ccc(NC(=O)N2CCN(c3nnc(C)c4c(C)n(-c5ccc(Cl)cc5)nc34)CC2)cc1	-14%	?	.	17%	-14%	.	.	.	6%
COc1ccc(S(=O)(=O)N2CCCCCC2)cc1C(=O)Nc1cccc(C)n1	.	.	-1%	13%	-14%	6%	-12%	19%	9%
Cc1ccc(COC(=O)NCc2cccnc2)cc1	12%	12%	1%	7%	5%	-3%	13%	17%	14%
COc1ccc(NC(=O)CSc2nc3[nH]c(=O)cc(O)c3s2)c(OC)c1	-3%	19%	5%	1%	13%	2%	6%	1%	-1%
COc1ccc(C(=O)NCCC2=CCCCC2)cc1OC	1%	2%	17%	?	-6%	0%	7%	-7%	4%
O=C(NCC(c1cccs1)N1CCOCC1)c1ccc(Cl)s1 (stereo not drawn)	16µM*	?	.	-9%	?	-1%	.	-5%	?
CSc1ccc(Cl)c(C(=O)OCC(=O)NC2CC2)c1	23%	0%	18%	32%	16%	-1%	17%	0%	-2%
COc1ccc(-c2csc(C(O)(c3ccccc3)C(F)(F)F)n2)cc1 (stereo not drawn)	1%	0%	?	-91%[inhibitor]	?	14%	?	.	-2%
COc1ccc(CC(=O)OC(C)CN2CCCCC2)cc1 (stereo not drawn)	0%	-4%	7%	-9%	13%	5%	4%	1%	4%
CCOC(=O)c1ccc(S(=O)(=O)n2c(CN3CCCCC3)nc3ccccc32)cc1	-3%	20%	0%	10%	-25%	1%	-1%	0%	67%[activator]
O=C(O)Cc1ccc(C(=O)c2ccc(Cl)cc2)s1	25%	12%	2%	5%	-9%	-9%	3%	-1%	-3%
Cc1cc(=O)oc2c3c(cc(OCC(=O)NCCN4CCOCC4)c12)OC(C)(C)CC3	-2%	0%	-2%	-6%	33%[activator]	8%	-7%	3%	9%

Taken from above:
Under KB-V1 cytotox, CC(=O)Nc1ccc(S(=O)(=O)NCCN2CCOCC2)cc1 has 1%
Under KB-V1 cytotox, CCc1ccc(NC(=O)N2CCN(c3nnc(C)c4c(C)n(-c5ccc(Cl)cc5)nc34)CC2)cc1 has -14%

An unsorted share of the library; overall some 9.4% were active at least once.
